Compound activity as filed in PubChem BioAssay.
STK33 kinase inh = inhibitors of purified STK33 kinase, primary screen, biochemical, ADP-Glo luminescence, homogeneous, cell-free | 320,000 tested, 0.073% active | inhibition, % at 10 µM | MBP phosphorylation | Serine/threonine-protein kinase 33 (Homo sapiens), Q9BYT3;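 active = inhibition at or above 25%, using the most active replicate where run in duplicate; inactive = inhibition below 25%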
Target sequence (Q9BYT3 whole entry, looked up): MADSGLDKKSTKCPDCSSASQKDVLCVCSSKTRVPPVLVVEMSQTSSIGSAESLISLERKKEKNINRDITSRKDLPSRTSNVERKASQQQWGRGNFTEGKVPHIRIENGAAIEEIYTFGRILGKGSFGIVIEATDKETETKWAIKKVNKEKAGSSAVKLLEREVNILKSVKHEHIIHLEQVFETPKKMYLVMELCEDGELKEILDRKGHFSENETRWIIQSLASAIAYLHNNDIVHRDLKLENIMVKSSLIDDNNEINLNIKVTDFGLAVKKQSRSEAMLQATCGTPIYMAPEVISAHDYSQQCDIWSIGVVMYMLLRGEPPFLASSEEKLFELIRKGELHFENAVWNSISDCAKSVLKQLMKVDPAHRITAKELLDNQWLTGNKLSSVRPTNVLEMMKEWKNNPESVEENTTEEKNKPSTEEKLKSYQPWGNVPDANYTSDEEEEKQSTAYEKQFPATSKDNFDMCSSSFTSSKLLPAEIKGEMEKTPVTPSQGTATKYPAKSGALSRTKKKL
OX1R antag-1 = antagonists of human orexin 1 receptor (OX1R). OX1R-expressing cells, FRET antagonist read-out. inhibition, % at 6.6 µM. 330,000 tested, 1.8% active. AID 485270, 2010. Orexin/Hypocretin receptor type 1 (Homo sapiens), O43613; in the data active = inhibition mostly above about 38%, no sharp cut-off; inactive = mostly below about 40%;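 note: 0% = agonist challenge alone and 100% = reference antagonist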
Target sequence (O43613 whole entry, looked up): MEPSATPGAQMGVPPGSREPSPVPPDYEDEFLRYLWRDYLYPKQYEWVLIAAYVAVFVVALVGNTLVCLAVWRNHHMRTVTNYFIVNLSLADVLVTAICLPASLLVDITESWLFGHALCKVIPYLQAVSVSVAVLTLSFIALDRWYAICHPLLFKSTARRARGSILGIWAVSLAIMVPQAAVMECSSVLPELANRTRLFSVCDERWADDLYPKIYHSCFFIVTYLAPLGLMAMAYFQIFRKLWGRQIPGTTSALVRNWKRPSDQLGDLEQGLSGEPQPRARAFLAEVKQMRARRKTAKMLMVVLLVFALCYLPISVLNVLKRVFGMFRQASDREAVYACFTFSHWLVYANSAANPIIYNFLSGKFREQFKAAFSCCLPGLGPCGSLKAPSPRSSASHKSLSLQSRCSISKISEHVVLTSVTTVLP
OX1R antag-2 = OX1R (HCRTR1) antagonists, primary screen, fluorescence, CHO/OX1R cells, Fluo-8 calcium, orexin A; Orexin/Hypocretin receptor type 1 (Homo sapiens), O43613; Fluo-8 calcium fluorescence; inhibition, % at 5 µM; 330,000 tested, 0.43% active; AID 434989, 2010;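 active = inhibition above its plate's threshold, mean inhibition of all tested compounds on the plate plus 3 SD, cut at about 37% in these data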;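 note: 0% = orexin A challenge wells and 100% = SB-334867-A antagonist wells; not every result past the cut was called active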
The depositor's hits bear a star; . = no result given.

SMILES	STK33 kinase inh	OX1R antag-1	OX1R antag-2
N#CCc1c(C#N)c(N)nc(N2CCCC2)c1C#N	1.1	16	-5
Cc1ccc(S(=O)(=O)N2CCCC2CNC(=O)C(=O)NC2CCCC2)cc1 (stereo not drawn)	-1.2	32	4
O=C(OCc1cncs1)c1ccccc1Cl	-1.7	-1	3
Cc1ccc(Cn2cccc(NC(=O)CCC3CCCC3)c2=O)cc1	-2.5	4	-45
Cc1nn(CC(=O)NCCC2=CCCCC2)c(C)c1[N+](=O)[O-]	-3.1	8	-16
CC(Oc1ccccc1Cl)C(=O)N(Cc1cccs1)C1CCS(=O)(=O)C1 (stereo not drawn)	-1.5	17	-14
Cc1sc(NC(=O)COc2ccccc2)c(C#N)c1C	-1.8	19	-26
CC(C(=O)OCC(=O)c1ccc(F)cc1)N1C(=O)C2C3C=CC(C3)C2C1=O (stereo not drawn)	8.8	4	-6
CC(=O)Nc1ccc(C(=O)Nc2nc(-c3cc(C)n(Cc4ccccc4)c3C)cs2)cc1	-0.1	23	4
COc1cccc(Cn2nnc3c(=O)[nH]c(C4CCCN(C(=O)c5ccccc5Cl)C4)nc32)c1 (stereo not drawn)	0.3	10	-48
COc1ccc(C(=O)COC(=O)COc2cccc3c2OC(C)(C)C3)c(OC)c1	-0.1	19	-17
O=C1CC(c2ccccc2)n2nc(NS(=O)(=O)c3ccccc3)nc2N1 (stereo not drawn)	-2.2	4	-15
O=C(CCNC(=O)c1ccccc1Cl)Nc1cccc(S(=O)(=O)N2CCOCC2)c1	0.1	-3	7
COCCn1c(N)c(Sc2ccccc2)c(=O)[nH]c1=O	-0.6	6	-3
Cc1sc(N)c(C#N)c1C	-1.0	4	-9
Cc1c(C(=O)N2CCOCC2)c(S(=O)(=O)Nc2ccc(OC(F)(F)F)cc2)c(C)n1C	-0.9	15	-24
CN(CC(=O)Nc1cccc(F)c1)C(=O)c1cn(-c2ccccc2)nc1-c1ccccc1	-1.8	22	10
CCO[C@H]1c2c(ccc3ccc(=O)oc23)OC(C)(C)[C@H]1O	-0.2	-2	-7
O=C(c1ccc(S(=O)(=O)N2CCCC2)cc1)N1CCCc2ccccc21	-0.8	9	-18
O=C(OCC(=O)N1CCCCCC1)c1ccc(S(=O)(=O)N2CCOCC2)cc1	0.0	26	-8
CC12CCC(=O)N1C(C(=O)NNC(=O)COc1cccc(C(F)(F)F)c1)CS2 (stereo not drawn)	0.1	-38	-13
COc1ccc(-c2csc(NC(=O)C3CSC4(C)CCC(=O)N34)n2)cc1OC (stereo not drawn)	-1.7	8	-24
Cc1ccc(-n2nnc3c(=O)n(CC(=O)NCC4CCCO4)cnc32)cc1 (stereo not drawn)	0.1	7	-13
Cc1cccc(NC(=O)CSCC(=O)NNC(=O)c2ccoc2C)c1	0.6	15	-9
CCOC(=O)c1nnc2cc(C)nn2c1C	-1.0	16	-4
CNS(=O)(=O)c1cccc(C(=O)OCC(=O)Nc2cc(F)ccc2F)c1	2.1	22	-8
COc1ccc(C(=O)N/C(=C/c2cccc3ccccc23)C(=O)NCCc2c[nH]c3ccccc23)cc1OC	-0.7	39	6
CCN1C(=O)[C@H]2[C@H]3CN=C(SCc4ccccc4)N3[C@@](Cc3ccccc3)(C(=O)OC)[C@H]2C1=O	.	8	0
CCSc1nc2nc(C)cc(C)n2n1	2.5	11	-18
COC(=O)CN(C)C(=O)c1ccccc1OC1CCN(S(C)(=O)=O)CC1	-1.2	1	-17
Fc1ccc(CSc2nsc(SCc3ccc(F)cc3)n2)cc1	-0.4	15	-14
COc1ccccc1NC(=O)CCN1CCN(c2ccc(Cl)cc2)CC1	-1.5	22	-36
CCc1ccccc1NC(=S)N(CCCN1CCOCC1)Cc1cccs1	-0.7	15	-26
CC(C)c1onc(C(=O)N(C)C2CCCCC2)c1[N+](=O)[O-]	-0.8	10	-9
C=CCSc1nnc(-c2ccccc2N=Cc2c(C)[nH]n(-c3ccccc3)c2=O)c(=O)[nH]1	-1.0	63	-20
O=C(CCCCCn1c(=O)[nH]c2ccsc2c1=O)N1CCN(C2CCCCC2)CC1	0.0	9	-19
Cc1ccc2oc(=O)n(CC(=O)O)c2c1	-1.2	5	-5
Cc1nnc(N/N=C/c2ccco2)n1N	-1.3	66	-9
O=C(CCC(=O)N(CC(=O)NC1CCCC1)c1ccccc1F)Nc1nccs1	-0.2	12	-21
CS(=O)(=O)NCCSCc1c(F)cccc1Cl	-0.4	15	-7

Random excerpt: 2 compounds from above
SMILES	STK33 kinase inh	OX1R antag-1	OX1R antag-2
CNS(=O)(=O)c1cccc(C(=O)OCC(=O)Nc2cc(F)ccc2F)c1	2.1	22	-8
O=C(CCCCCn1c(=O)[nH]c2ccsc2c1=O)N1CCN(C2CCCCC2)CC1	0.0	9	-19

(list continues)
SMILES	STK33 kinase inh	OX1R antag-1	OX1R antag-2
CN(C)C(=S)Nc1ccc2c(c1)OCO2	-0.5	9	-5
COc1ccc(C2(CNC(=O)Cc3ccccc3)CCCC2)cc1OC	0.0	16	-26
Cc1cccc(Nc2nc(N3CCCCC3)nc(N3CCCCC3)n2)c1	-0.7	16	-10
CC1CC(C)CN(CCCNC(=O)c2cc3c(=O)[nH]c4ccccc4c3n2C)C1 (stereo not drawn)	0.3	9	-15
C=CCOc1ccccc1CNCCNC(=O)c1nonc1N	-0.7	9	-28
CCCC(=O)OCC(=O)Nc1cc(C(C)(C)C)nn1-c1ccccc1	-0.4	-1	-20
CCOC(=O)C1=CN(Cc2cccc(F)c2)S(=O)(=O)NC1c1ccc(F)c(Cl)c1 (stereo not drawn)	.	12	36
Cc1cc(C)cc(OCC(=O)N2N=C(c3cccnc3)CC2(O)C(F)(F)F)c1 (stereo not drawn)	-1.3	5	-3
COc1cc(O)c(C(CCN2CCN(c3ccccc3)CC2)c2ccc3c(c2)OCO3)c(OC)c1 (stereo not drawn)	1.1	10	-2
O=C(Nc1nnc(SCCN2CCOCC2)s1)C1CC(=O)N(c2ccc(F)cc2)C1 (stereo not drawn)	-1.1	10	-16
O=C(Nc1ccc(Cl)cn1)C1COc2ccccc2O1 (stereo not drawn)	.	15	-10
O=C(O)c1cccc(N2C(=O)CSC2c2c(F)cccc2Cl)c1 (stereo not drawn)	3.0	19	-6
COc1ccc(C(=O)Nc2cccc(NC(=O)c3cccs3)c2)cc1	-0.4	37	-10
CC(C)OCCCN1C(=O)c2ccccc2C1C(=O)NC1CCCCC1 (stereo not drawn)	0.6	14	-26
CCOC(=O)C1=C(C)Nc2ccccc2N=C1NC(=O)c1oc2ccccc2c1COC	-1.0	30*	-13
COc1ccc(NC(=O)C(C)SCc2ccccc2)cc1 (stereo not drawn)	-1.2	21	-13
CCOC(=O)c1c(-c2ccsc2)csc1N	-0.8	7	-25
Cc1cc(OCC(=O)N(C)C2CCCCC2)cc(C)c1Cl	-0.2	37	26
COC(=O)c1ccc(-n2nnnc2SC)cc1	0.0	5	7
Cn1c(CN2CCCC2)nc2cc(NC(=O)COc3ccc(Cl)cc3)ccc21	0.3	6	-8
CCN1C(=O)C(=O)N(CC(=O)Nc2ccccc2Oc2ccccc2)C1=O	-0.1	5	-20
CNC(=S)NNC(=O)c1cccn(Cc2cccc(C(F)(F)F)c2)c1=O	-0.9	11	-4
COc1ccccc1-n1c(=O)oc2ccc(Cl)cc2c1=O	-0.5	58	8
CCOc1ccc(S(=O)(=O)NC(C)C)cc1C(N)=O	-0.9	21	-13
O=C(Cn1cccc1)N1CCN(C(c2ccccc2)c2ccccc2)CC1	-0.6	4	-31
CS(=O)(=O)c1ccc(CNC(=O)C2(C(F)(F)F)C/C(=C/CCO)CCCO2)cc1 (stereo not drawn)	-0.1	42	-10
O=C(Nc1nccs1)C1CCN(S(=O)(=O)c2ccc(F)cc2)CC1	0.1	2	4
CC(C)(C)NC(=O)NC(=O)COC(=O)c1cccc(NS(=O)(=O)c2ccc(F)c(F)c2)c1	-1.3	13	-21
COc1ccc(/C=C/C(=O)c2ccc([N+](=O)[O-])o2)cc1	-0.4	26	-3
O=C(O)c1cccc(Cn2c(Cl)c(/C=N/NC(=O)c3ccco3)sc2=O)c1	-2.1	23	-17
Cc1ccc(Nc2nc(C)nc3c2oc2ccccc23)cc1	-0.1	15	-34
Cc1nc2ccccc2n1CC(O)Cn1c2ccccc2c2ccccc21 (stereo not drawn)	0.6	18	7
CC(=O)c1cc2c(C)c(C(=O)c3ccccc3)oc2cc1O	-0.8	12	-31
CCOC(=O)N1CCN(C(=O)CSc2ccc3nnc(CCNC(=O)c4ccccc4)n3n2)CC1	-1.0	8	-6
O=C(Nc1cccc(NC(=O)C2CC2)n1)C1CC1	-1.4	9	-7
CCCC[n+]1ccn(-c2nc3ccccc3nc2[N-]S(=O)(=O)c2ccccc2)c1	-0.8	38	-17
CCN(CC(=O)Nc1cccc(OC)c1)C(=O)c1cccc(S(=O)(=O)N2CCc3ccccc32)c1	-0.3	4	7
CCOc1cccc2cc(-c3nnc(NCc4ccco4)s3)c(=O)oc12	-0.9	46*	-1
Cc1cccc(NC(=S)N2CCCCC2)c1	0.7	0	2
COc1ccc(C(=O)N2CCC(C(=O)Nc3ccc4c(c3)OCCO4)CC2)cc1	-1.0	12	-16
C=CCOc1ccc(CN(C)C(=O)CN2C(=O)c3ccccc3C2=O)cc1	-2.0	10	-17
Cc1cc(CNC(=O)COc2cc(F)ccc2[N+](=O)[O-])c2ccccc2n1	1.0	105*	35
CC(C)(C)c1csc(NC(=O)Nc2ccccc2)n1	2.4	39	-7
COc1ccc(CCNC(=S)NCCc2c[nH]c3ccccc23)cc1	-2.2	9	-4
CCn1c(C)nc2cc(C(=O)NNC(=O)Nc3ccc(Cl)c(Cl)c3)ccc21	0.7	16	-13
CCC1=C(OC(=O)N(CC)CC)N2C(=O)OC(=NCC(=O)OC)[C@]2(Cc2ccccc2)[C@H]2C1=CC[C@H]1C(=O)NC(=O)[C@H]12	-1.4	35	-30
O=C(CC(SCCO)c1ccc(F)cc1)c1ccco1 (stereo not drawn)	-0.2	18	-1
NC(=O)c1ccsc1NC(=O)c1ccc(S(=O)(=O)N2CCCCC2)cc1	1.9	16	-24
O=C(Cn1nnc(-c2cccc(C(F)(F)F)c2)n1)NC1CCCC1	-1.3	23	-29
C/C(CC(=O)Nc1ccc(Cl)cc1Cl)=N\NC(=O)C(=O)NCCO	-1.9	9	-36
O=C1NC2=C(C(=O)CCC2)C(c2ccc(OC(F)F)cc2)N1 (stereo not drawn)	0.3	34	4
CC(C)(C)NS(=O)(=O)c1ccc2nc(NC(=O)Cc3cccs3)sc2c1	1.2	7	-19
CN(CC(=O)Nc1ccc(F)cc1)C(=O)COc1ccc([N+](=O)[O-])cc1Cl	-0.6	39	-17
COc1cccc(-c2nn(-c3ccc(C)cc3)cc2C(=O)N2CCc3cc(OC)c(OC)cc3C2)c1	-0.2	46*	27
O=C(Nc1c(Cl)cccc1Cl)C1CCC1	-0.1	1	-2
Cc1cc(C)n2nc(C(=O)Nc3ccc(S(=O)(=O)N4CCCCC4)cc3)nc2n1	0.5	24	-14
O=C(c1ccc(S(=O)(=O)Nc2ccccc2Cl)cc1)N1CCOCC1	1.1	13	-15
Cc1ccc(CS(=O)(=O)c2ccccc2-c2nnc(-c3ccc(Cl)cc3)o2)cc1	-1.3	4	-17
CCN1CCN(S(=O)(=O)c2ccc(OC)c3ccccc23)CC1	-2.4	10	-18
Cc1cccc(N=C(N2CCOCC2)P(=O)(N2CCOCC2)N2CCOCC2)c1	-0.4	13	-13

Remaining list, next part:
SMILES	STK33 kinase inh	OX1R antag-1	OX1R antag-2
Cc1cccc(NC(=O)CNc2cc(C)ccc2C)c1	-1.8	6	-25
Cc1nnc(-c2ccccc2)c[n+]1[O-]	0.5	56*	-2
Cc1ccc(NC(=O)C(C)N=C2NS(=O)(=O)c3ccccc32)cc1 (stereo not drawn)	-1.1	7	-16
CC(=O)N1c2ccc(S(=O)(=O)NCC3CCC(C(=O)N4CC(C)CC(C)C4)CC3)cc2CC1C (stereo not drawn)	-0.7	16	-24
Cc1cc2nnc(SCC(=O)NC3CCCCC3)n2c(N)n1	-0.5	-7	-9
CSC1=N/C(=C\c2ccccc2F)C(=O)S1	-0.6	13	-7
CCCCC(=O)N1CCN(c2nc3ccc(OCC)cc3s2)CC1	-0.6	9	-6
O=C1/C(=C/c2ccc(F)cc2)Oc2cc(OC(=O)N3CCOCC3)ccc21	-1.6	-3	-12
O=C(CCc1nnc2ccc(NCc3ccccc3)nn12)NC1CCCCC1	1.3	17	-9
O=C(NCc1ccc(F)cc1)C1CCN(S(=O)(=O)N2CCC3(CC2)OCCO3)CC1	-1.1	5	-12

Taken from the listing for reference:
SMILES	STK33 kinase inh	OX1R antag-1	OX1R antag-2
Cc1cccc(NC(=O)CNc2cc(C)ccc2C)c1	-1.8	6	-25
Cc1nnc(-c2ccccc2)c[n+]1[O-]	0.5	56*	-2
Cc1ccc(NC(=O)C(C)N=C2NS(=O)(=O)c3ccccc32)cc1 (stereo not drawn)	-1.1	7	-16

Look-ups from the results shown.
Reading of `CC(=O)N1c2ccc(S(=O)(=O)NCC3CCC(C(=O)N4CC(C)CC(C)C4)CC3)cc2CC1C` (stereo not drawn) in STK33 kinase inh: -0.7
Reading of `Cc1cc2nnc(SCC(=O)NC3CCCCC3)n2c(N)n1` in OX1R antag-2: -9
Reading of `CSC1=N/C(=C\c2ccccc2F)C(=O)S1` in OX1R antag-2: -7
Reading of `Cc1ccc(NC(=O)C(C)N=C2NS(=O)(=O)c3ccccc32)cc1` (stereo not drawn) in STK33 kinase inh: -1.1
